DT40 TDP1 no CPT: qHTS for Inhibitors of human tyrosyl-DNA phosphodiesterase 1 (TDP1): qHTS in cells in absence of CPT | 420,000 compounds, 15% hits | AID 686978, 2013 | Potency, µM (highest dose often 46.2 µM), inactives show top-dose activity change, negative = growth inhibition, most hits filed as inhibitors | DT40 Tdp1-/- hTDP1 cells, no CPT, ATP luminescence, 48 h; also: nearly all actives have a fitted effect of over 55% in size
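Growth of hTDP1-complemented DT40 Tdp1-knockout cells is measured by ATP luminescence after at least 48 hr compound exposure at 37 °C, with DMSO substituting for the 20 nM CPT used in the parallel screen.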
DT40 TDP1 CPT: qHTS for Inhibitors of human tyrosyl-DNA phosphodiesterase 1 (TDP1): qHTS in cells in presence of CPT. chicken DT40 Tdp1-/-;hTDP1 cells + 20 nM CPT, ATP luminescence, 48 h. Potency, µM (titrated, usually from 46.2 µM), for inactives: at the top dose activity change, negative = growth inhibition, actives largely listed as inhibitors. 420,000 compounds, 12% hits. AID 686979, 2013; also: nearly all actives have a fitted effect of over 55% in size
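Chicken DT40 Tdp1-/- cells complemented with human TDP1, 400 cells/well, exposed to compounds plus 20 nM camptothecin for at least 48 h at 37 C; viability read as ATP content by CellTiter-Glo luminescence.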
TDP1 block: qHTS Assay for Inhibitors of Tyrosyl-DNA Phosphodiesterase (TDP1); Tyrosyl-DNA phosphodiesterase 1 (Homo sapiens), Q9NUW8; recombinant TDP1, AlphaScreen DNA substrate cleavage; Potency, µM (highest dose often 130 µM), without a hit: top-dose activity change, negative = inhibition, usual class: inhibitors; 350,000 compounds, 0.28% hits; also: nearly all actives have a fitted effect of over 40% in size
Target sequence (Q9NUW8 whole entry, looked up): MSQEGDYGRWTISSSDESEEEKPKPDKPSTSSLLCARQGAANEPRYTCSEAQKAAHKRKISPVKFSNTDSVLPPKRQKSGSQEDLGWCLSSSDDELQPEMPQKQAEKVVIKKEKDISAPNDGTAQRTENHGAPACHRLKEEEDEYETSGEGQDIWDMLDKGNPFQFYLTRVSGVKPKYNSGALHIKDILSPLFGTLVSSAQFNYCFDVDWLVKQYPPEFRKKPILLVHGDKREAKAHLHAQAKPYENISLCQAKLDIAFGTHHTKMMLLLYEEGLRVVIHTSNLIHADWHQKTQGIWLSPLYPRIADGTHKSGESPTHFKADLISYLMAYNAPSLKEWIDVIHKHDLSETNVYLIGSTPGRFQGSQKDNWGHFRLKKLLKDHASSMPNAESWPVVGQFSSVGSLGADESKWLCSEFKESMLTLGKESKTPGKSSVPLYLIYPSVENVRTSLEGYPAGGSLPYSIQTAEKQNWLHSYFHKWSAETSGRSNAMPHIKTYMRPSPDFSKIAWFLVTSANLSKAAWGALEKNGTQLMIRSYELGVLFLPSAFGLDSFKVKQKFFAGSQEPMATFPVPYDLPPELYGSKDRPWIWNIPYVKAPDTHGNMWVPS
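Recombinant E. coli-expressed Tdp1 (1 nM) preincubated with compound 15 min at RT, then 5'-biotin/3'-phosphotyrosine-FITC DNA substrate (15 nM) added for 5 min. AlphaScreen beads (10 ug/ml) added, 10 min RT; tyrosine-FITC cleavage read as signal loss.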
An asterisk follows results filed as active; ? = inconclusive; . = not tested or not shown; [ ] = remark or other dose. Calls follow the shape of the dose curve; as a rule, active = well fitted curve in the direction sought with a large enough effect; inconclusive = small, poorly fitted or top-dose-only effect, or another doubt; inactive = no such curve, though single readings can be large; an effect the other way counts as inactive or inconclusive. % is scaled to controls: 0 for no effect and ±100 for the full control effect; potency is read from the fitted curve at half-maximal effect.

SMILES | DT40 TDP1 no CPT | DT40 TDP1 CPT | TDP1 block
CCN(CC(=O)Nc1ccccc1OC)C(=O)/C=C/c1cccs1 | -26.6% | 18.4% | .
CCN1CCSc2ccc(C(=O)NCc3ccccc3C)cc21 | ? | ? | .
N#CC(C#N)=C/C(C#N)=C(/N)N1CCN(c2ccc(Cl)cc2)CC1 | ? | ? | 5.0%
O=C(N/C(=C\c1ccccc1)C(=O)N1CCN(CCO)CC1)c1ccccc1 | 2.1% | -7.7% | 2.5%
CCCOc1ccc(C2=NNC(c3cccs3)=Nc3ccc(OC)cc32)cc1 | -3.9% | -4.5% | 2.2%
CC(C)C[C@H]1CNC(=O)C(=O)N1C[C@@H]1CCCN1C[C@H](Cc1ccc(O)cc1)N1C[C@H](Cc2ccccc2)N(CC2CCCCC2)C(=O)C1=O | ? | ? | .
CCOC(=O)c1c(NC(=O)CSc2cn(CCNC(=O)c3c(F)cccc3F)c3ccccc23)sc2c1CCCC2 | ? | ? | 8.4%
COC(=O)C1C(c2ccccc2)C(C(=O)N2CCOCC2)C1c1ccccc1 (stereo not given) | -23.5% | -14.5% | 0.0%
Cc1ccc(C(=O)Nc2cccc(C(F)(F)F)c2)cc1Nc1ncnc2nc[nH]c12 | 20.6µM* | 25.9µM* | 4.7%
COC(=O)c1ccc2nc(-c3ccc(F)cc3)c(Cc3ccccc3C(F)(F)F)n2c1 | -22.7% | -10.2% | .

Brought forward from above: 2 entries, followed by the next part.
SMILES | DT40 TDP1 no CPT | DT40 TDP1 CPT | TDP1 block
Cc1ccc(C(=O)Nc2cccc(C(F)(F)F)c2)cc1Nc1ncnc2nc[nH]c12 | 20.6µM* | 25.9µM* | 4.7%
COC(=O)c1ccc2nc(-c3ccc(F)cc3)c(Cc3ccccc3C(F)(F)F)n2c1 | -22.7% | -10.2% | .
CCOc1ccc(N(C)S(=O)(=O)c2ccc(C)c(C(=O)Nc3nnc(C4CC4)s3)c2)cc1 | 4.61µM* | -8.5% | 2.2%
CC1=C(C(=O)N2CCCCCC2)CC(CC(=O)NCCN2CCOCC2)C(=O)N1Cc1ccc(C(C)(C)C)cc1 (stereo not given) | ? | -25.2% | .
CC1Sc2ccc(S(=O)(=O)N3CCC(C(=O)N4CCN(C)CC4)CC3)cc2NC1=O (stereo not given) | 9.1% | -8.4% | 0.8%
CCS(=O)(=O)n1nc(-c2ccco2)nc1NCc1ccc(C(C)C)cc1 | 16.4µM* | ? | -1.6%
CC1CC(C)CN(C(=O)COC(=O)c2ccc3c(c2)OCO3)C1 (stereo not given) | -10.2% | -4.2% | 0.3%
CCOC(=O)CSc1nc2ccc(NC(=O)c3cccc(F)c3)cc2s1 | -26.5% | -21.3% | -1.6%
CCN(CC)CCNC(=O)CNC(=O)c1nn(-c2ccc(OC)cc2OC)c(=O)c2ccccc12 | -3.3% | -1.2% | .
N#CC(C#N)=C1C=C2C=C(N3CCCCCC3)CCC2CC1 (stereo not given) | ? | ? | 6.7%
C=CCc1c(C)nc(SC)nc1Nc1ccccc1 | -28.0% | -22.5% | 2.5%
Cc1cc(C(=S)N2CCOCC2)c(C)n1-c1ccc(Cl)cc1 | 20.6µM* | 20.6µM* | 2.7%
CCN1CCOC(=O)C1CC(=O)Nc1ccc(C(C)=O)cc1 (stereo not given) | 10.3µM* | 20.6µM* | -1.9%
O=C(NC1CC1)c1ccc(NC(=O)C2CCCCC2)cc1 | -7.9% | 5.4% | .
O=C(Cn1nnc2ccccc2c1=O)NC1CCCCC1 | 6.4% | 7.3% | .
Cc1cc(C)n(-c2nc3ccccc3nc2N2CCN(S(=O)(=O)c3ccc(F)c(C)c3)CC2)n1 | ? | 23.1µM* | 3.3%
CCC(Sc1nnc(-c2ccc(OC)cc2)c(-c2ccc(OC)cc2)n1)C(=O)NC1CCCCC1 (stereo not given) | 13µM* | ? | 7.8%
Cc1ccc2cc(CN(C)C(=O)c3cccc(Cl)c3)c(=O)[nH]c2c1 | ? | ? | 1.2%
C#CCN(CC=C)C(=O)c1cccc(OC2CCN(S(C)(=O)=O)CC2)c1 | -0.7% | 16.3% | 1.8%
CC(C)CNC(=O)c1c(F)c(F)c(F)c(F)c1F | -0.4% | -6.8% | 0.0%
CC1(C(=O)NCc2ccccc2)CSCC(=O)N1Cc1cccc(F)c1 (stereo not given) | ? | 2.2% | .
CCCCSc1nnc(CCCCCNC(=O)OC(C)(C)C)o1 | ? | ? | 1.1%

Profiles from above. Screens in order: DT40 TDP1 no CPT	DT40 TDP1 CPT	TDP1 block
`CCOC(=O)CSc1nc2ccc(NC(=O)c3cccc(F)c3)cc2s1` is listed with -26.5%	-21.3%	-1.6%
`Cc1ccc2cc(CN(C)C(=O)c3cccc(Cl)c3)c(=O)[nH]c2c1` is listed with ?	?	1.2%

(cont.)
SMILES | DT40 TDP1 no CPT | DT40 TDP1 CPT | TDP1 block
COc1ccc([N+](=O)[O-])cc1NC(=O)C(C)OC(=O)Cn1[nH]c(=O)c2ccccc2c1=O (stereo not given) | -11.9% | -2.0% | -5.2%[0.505 µM]
COCC(C)n1c(C)cc(C(=O)Cn2nc(C(=O)O)c3ccccc3c2=O)c1C (stereo not given) | -1.6% | 12.5% | 1.2%
O=C(CCn1ccc2cc(S(=O)(=O)N3CCCC3)ccc21)NCCc1ccccc1 | ? | ? | 3.5%
CCOc1ccc(OCC(=O)OCC(=O)N2CCN(C(=O)c3ccco3)CC2)cc1 | -5.0% | -26.9% | 10.0%[0.505 µM]
CCOP(=O)(OCC)/C(C#N)=C/c1c[nH]c2ccccc12 | ? | ? | 2.5%
O=C(Nc1ccc(OC(=O)c2cccs2)cc1)c1ccco1 | -0.4% | -16.2% | 6.6%
O=C(CSc1nc2ccccc2c(=O)n1CC1CCCO1)NCc1ccccc1 (stereo not given) | -28.0% | -23.8% | 7.4%[0.0935 µM]
Cc1c2cnn(CC(=O)N3CCN(c4ccccc4)CC3)c(=O)c2c(C)n1Cc1ccccc1Cl | 2.0% | ? | 2.5%
Cc1ccccc1S(=O)(=O)NC(=O)C1(C)CCN1C(=O)c1ccccc1CCc1ccccc1 (stereo not given) | -9.9% | 5.6% | .
[O-][n+]1cccc2c(Br)cc(Br)c(O)c21 | ? | ? | 8.1%
CC(C)Oc1ccc(C(=O)NCC(=O)O)cc1 | -0.7% | -10.1% | .
Cc1ccc(C(=O)C2C(c3cccs3)NC(=O)NC2(O)C(F)(F)F)cc1 (stereo not given) | -3.2% | 2.0% | 6.9%
COCC1OS(=O)(=O)NC(CC(=O)SC(C)(C)C)C1C (stereo not given) | 8.6% | -12.1% | .
Cc1nc2ccc(NC(=O)c3nn(C(C)C)c(=O)c4ccccc34)cc2s1 | ? | ? | 5.3%
COc1cccc(C2NC(=O)NC(C)=C2C(=O)Nc2cccc(C)c2C)c1 (stereo not given) | 2.4% | -0.8% | 13.5%
COc1ccccc1-c1nnc2sc(COc3ccc(F)cc3)nn12 | ? | ? | 6.8%
Cc1ccc(N(CC(=O)Nc2ccc(-c3nc4ccc(C)cc4s3)cc2)S(C)(=O)=O)cc1 | -11.3% | -26.5% | 2.0%
CCN(CC)C1CCN(C(=O)c2cnn(-c3ncc4c(n3)-c3ccccc3CCC4)c2COC)C1 (stereo not given) | -8.3% | 24.3%[9.04 µM] | .
COCCNC(=O)C(c1cccc(OC)c1)N(C(=O)Cn1nnc2ccccc21)c1cccnc1 (stereo not given) | -6.2% | -7.4% | ?
CCS(=O)(=O)c1ccc2oc(Nc3ccccc3Br)nc2c1 | ? | ? | 3.8%
COc1ccc(S(=O)(=O)NCCc2nnc3ccc(SCc4cccnc4)nn23)cc1 | -4.4% | -4.0% | 5.7%
O=C(Cn1c(=O)n(-c2ccccc2)c(=O)c2ccc(C(=O)NCc3ccc4c(c3)OCO4)cc21)Nc1ccc(F)cc1 | -27.4% | -22.8% | 0.0%
CCn1nc(C)c(CNC(=O)c2cc(COc3ccc(C)nc3)on2)c1C | ? | ? | 1.0%
COc1ccc(-c2cc(C3CCN(Cc4ccc([N+](=O)[O-])cc4)CC3)[nH]n2)cc1 | ? | -24.6% | 5.9%
O=[N+]([O-])c1ccc(Sc2ccc(Cl)c(Cl)c2)nc1 | -29.4% | ? | 7.4%
O=C(OCN1C(=O)c2ccccc2C1=O)c1ccc(Cl)nc1 | -8.2% | -13.2% | 4.7%
Cc1nn(C)c2c1c(-c1ccccc1)cc(=O)n2Cc1c(F)cccc1Cl | ? | ? | 7.1%
CCOC(=O)CN[C@H]1CCC2C3CC=C4C[C@@H](O)CC[C@]4(C)C3CC[C@@]21C (stereo not given in full) | ? | ? | 0.9%
CCCn1c(SCC(=O)N(C)C2CCCCC2)n[nH]c1=O | 4.8% | -8.3% | .
CSc1nc2cc(Oc3cccc(Cl)c3Cl)c(Cl)cc2[nH]1 | ? | ? | 0.0%

Some of these compounds in order of SMILES length, largest number first.
SMILES | DT40 TDP1 no CPT | DT40 TDP1 CPT | TDP1 block
O=[N+]([O-])c1ccc(Sc2ccc(Cl)c(Cl)c2)nc1 | -29.4% | ? | 7.4%
O=C(OCN1C(=O)c2ccccc2C1=O)c1ccc(Cl)nc1 | -8.2% | -13.2% | 4.7%
CCCn1c(SCC(=O)N(C)C2CCCCC2)n[nH]c1=O | 4.8% | -8.3% | .

More structures.
SMILES | DT40 TDP1 no CPT | DT40 TDP1 CPT | TDP1 block
CCSc1ncc(Cl)c(C(=O)Nc2sc3c(c2C(=O)NC)CCCC3)n1 | ? | ? | 7.4%
COCOCCn1cc(CN2CCS(=O)(=O)N(Cc3ccc(-c4ccc(F)cc4)cc3)C(CC(C)C)C2=O)nn1 (stereo not given) | 14.6µM* | 25.9µM* | .
COc1ccc(-c2nc3c4ccccc4ccn3c2Cc2ccc(C)cc2)cc1OC | 20.6µM* | ? | .
O=C(O)c1cccc(NCc2cccnc2)c1 | 0.1% | -3.6% | 0.7%
Cc1nn(C)cc1C=NCCOCc1ccccc1 | -0.1% | 7.7% | 2.0%
O=C(CCCO)c1ccc2c(c1)OCCO2 | -9.2% | -25.7% | 2.0%
CCN1CCN(c2nc3c(c(=O)[nH]c(=O)n3C)n2CCCSc2ncccn2)CC1 | -20.5% | -11.5% | 7.4%
CCOc1ccc(NS(=O)(=O)c2cc3c4c(c2)C(C)C(=O)N4CCC3)cc1 (stereo not given) | ? | ? | 1.7%
Cc1ccc(OCCC(=O)OCC(=O)N2c3ccccc3NC(=O)C2(C)C)cc1 | ? | -23.7% | .
NC(Cc1ccc(C(F)(F)F)cc1)c1csc(NC(=O)Nc2ccccc2Cc2ccccc2)n1 (stereo not given) | 23.1µM* | ? | .
CCCCCCCN1CCC(=O)N([C@H](CO)Cc2ccccc2)CC1 | 12.6µM* | 20.6µM* | .
COc1ccc(CCNC(=O)c2csc3c2CCCC3)cc1OC | ? | ? | 6.0%
O=C1Nc2ccc(S(=O)(=O)N3CCCCCC3)c3cccc1c23 | -24.8% | ? | -1.2%
COc1ccccc1NC(=O)/C(=C/c1cccc([N+](=O)[O-])c1)c1ccccc1 | 9.2µM* | 13µM* | 5.8%
O=C(NCc1ccc(Cl)cc1)c1ccc2nc[nH]c2c1 | 0.0% | -28.3% | -5.6%
CCN1CCN(CCOc2cccc(Cl)c2Cl)CC1 | ? | ? | 6.0%
COC(=O)C[C@H]1C=C[C@@H](NC(=O)Nc2cccc(OC)c2)[C@@H](CO)O1 | -2.4% | -1.1% | .
Cc1ccccc1N1C(=O)CC(N2CCC(C(N)=O)CC2)C1=O (stereo not given) | ? | ? | 2.3%
COc1ccc(CNc2nc3c(c(=O)n(Cc4ccc(Br)cc4)c(=O)n3C)n2C)cc1 | 20.6µM* | ? | 4.7%
COc1ncc2nc(-c3ccc(F)cc3)c(=O)n(-c3ccccc3)c2n1 | 2.6% | 1.5% | .
CC(C)NC(=O)C1CCN(C2CCN(Cc3nc4ccccc4s3)CC2)CC1 | 0.7% | 1.1% | 0.0%
CCCOc1ccccc1-c1nc(SCCC(=O)O)n[nH]1 | -26.8% | -8.6% | -3.3%
O=C(OCc1cccc([N+](=O)[O-])c1)c1ccncc1 | 24.6% | -8.1% | 2.4%
CN(C)S(=O)(=O)c1cc(NC(=O)CN2C(=O)NC3(CCCc4ccccc43)C2=O)ccc1Cl (stereo not given) | 14.6µM* | 16.4µM* | 3.5%
O=C(COc1ccc(Cl)cc1)Nc1ccc(N2CCN(C(=O)c3ccco3)CC2)cc1 | 13µM* | 10.3µM* | 5.9%
CCCn1c2c(c(O)c(C(=O)NCCCN(CC)CC)c1=O)CCCC2 | ? | ? | 4.9%
Nc1nc(NCCOCCO)nc(Nc2cccc(F)c2)c1[N+](=O)[O-] | -36.1% | -12.2% | .
O=C(O)CCCCCN1C(=O)C(O)=C(C(=O)/C=C/c2ccccc2)C1c1ccc2c(c1)OCO2 (stereo not given) | -26.2% | -8.7% | -7.7%

Source: PubChem BioAssay
